Compound activity: PubChem BioAssay, several laboratories
FadD28 binding = M. tuberculosis FadD28 bisubstrate binding inhibition. FadD28 bisubstrate probe binding, fluorescence polarization. inhibition, % at 12.5 µM. 360,000 compounds, 0.22% hits; in the data active means inhibition above about 8.5%, passing the limit was not always enough; inconclusive means no clear call, values can overlap the other calls
GDH-TPI inh = GDH-TPI coupled enzyme inhibition counter-screen | GDH-TPI coupled enzyme counterscreen, NADH absorbance | 360,000 compounds, 1.2% hits | inhibition, % at 4.8 µM; in the data active means inhibition above about 30%;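 further: 0% = DMSO wells and 100% = wells lacking the enzyme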
BoNT F protease = blocks Botulinum neurotoxin F light chain protease | Multiplex microsphere protease cleavage assay, flow cytometry | inhibition, % at 10 µM | 360,000 compounds, 0.22% hits | AID 588497; in the data active means inhibition above about 35%, passing the limit was not always enough; inconclusive means no clear call, values can overlap the other calls; further: plate controls were buffer without enzyme for full effect and enzyme alone for no effect
Mtb FBA inh = Mtb fructose-bisphosphate aldolase inhibition. P9WQA3. AID 588726. inhibition, % at 1 µM. 360,000 compounds, 2.3% hits. purified M. tuberculosis FBA, fluorescence read-out; in the data active means inhibition above about 27%;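 further: 0% = vehicle and 100% = reference inhibitor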
Target sequence (P9WQA3 whole entry, looked up): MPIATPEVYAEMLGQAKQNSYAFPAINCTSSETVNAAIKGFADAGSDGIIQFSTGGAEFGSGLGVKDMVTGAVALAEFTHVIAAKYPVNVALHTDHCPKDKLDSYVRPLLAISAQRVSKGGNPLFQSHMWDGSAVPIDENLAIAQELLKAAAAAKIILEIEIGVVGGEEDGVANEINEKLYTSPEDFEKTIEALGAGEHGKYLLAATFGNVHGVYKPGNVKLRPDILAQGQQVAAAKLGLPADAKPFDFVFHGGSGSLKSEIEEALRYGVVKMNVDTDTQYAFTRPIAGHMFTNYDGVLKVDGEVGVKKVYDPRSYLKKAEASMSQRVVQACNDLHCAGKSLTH
PrPC surface inh = cell surface PrPC inhibition, primary TR-FRET screen | P04156 | TR-FRET read-out | inhibition, % at 13.8 µM | 370,000 compounds, 0.43% hits | AID 720596; in the data active means inhibition above about 24%; further: 0% = median of the test wells and 100% = reference compound wells
Mtb UGM inh = Mtb UDP-galactopyranose mutase inhibition; P9WIQ1; inhibition, % at 10 µM; 320,000 compounds, 0.06% hits; AID 504406; purified UGM, fluorescence polarization probe displacement; in the data active means inhibition above about 10%, passing the limit was not always enough; inconclusive means no clear call, values can overlap the other calls
Target sequence (P9WIQ1 whole entry, looked up): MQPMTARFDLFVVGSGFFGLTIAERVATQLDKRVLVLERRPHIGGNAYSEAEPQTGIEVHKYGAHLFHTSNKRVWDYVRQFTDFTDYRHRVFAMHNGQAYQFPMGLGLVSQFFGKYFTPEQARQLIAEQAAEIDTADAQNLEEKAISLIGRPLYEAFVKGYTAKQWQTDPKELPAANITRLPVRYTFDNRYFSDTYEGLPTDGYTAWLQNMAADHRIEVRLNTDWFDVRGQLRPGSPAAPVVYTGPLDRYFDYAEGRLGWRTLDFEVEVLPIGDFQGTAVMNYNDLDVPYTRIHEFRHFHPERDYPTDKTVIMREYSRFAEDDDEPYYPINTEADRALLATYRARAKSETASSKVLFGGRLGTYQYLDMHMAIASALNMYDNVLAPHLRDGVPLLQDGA
MazF activator = increases E. coli MazEF RNase cleavage of RNA. FAM/BHQ RNA-DNA oligo cleavage fluorescence, 5 h. 350,000 compounds, 0.32% hits. activation, % at 20 µM; in the data active means activation above about 50%
Target sequence (P0AE70 whole entry, looked up): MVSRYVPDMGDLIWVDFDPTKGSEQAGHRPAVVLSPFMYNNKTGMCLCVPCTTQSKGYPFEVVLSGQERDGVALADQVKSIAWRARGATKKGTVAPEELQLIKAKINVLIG
Mtb BioA inh = BioA (M. tuberculosis) enzyme inhibition. purified M. tuberculosis BioA enzyme, plate reader. AID 602481. inhibition, % at 9.99 µM. 360,000 compounds, 0.096% hits; in the data active means inhibition above about 40%; inconclusive means no clear call, values can overlap the other calls
Rv3671c inh = inhibits the M. tuberculosis serine protease Rv3671c; AID 2606; inhibition, % at 5.96 µM; 320,000 compounds, 0.048% hits; in the data active means inhibition above about 38%;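 further: extracellular domain of Rv3671c used as enzyme; 0% = enzyme with DMSO and 100% = no enzyme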
Numbers without * were called inactive; u = inconclusive; x = not tested or not shown; & = joins results of further samples.

SMILES	FadD28 binding	MazF activator	Mtb BioA inh	Rv3671c inh	BoNT F protease	Mtb UGM inh	PrPC surface inh	Mtb FBA inh	GDH-TPI inh
CC1(c2nnc(-c3ccccc3)o2)CC(c2ccc([N+](=O)[O-])cc2)=NO1 (stereo not given)	-0.4	1.5	0.5	-4.5	-6.0	2.3	-2.4	-1.7	-0.9
COCCNc1nc(NCC2CCCCC2)c2sc(-c3ccccc3)cc2n1	-0.6	x	-0.5	x	-5.3	x	13.3	2.2	15.2
O=C(NCc1cccnc1)Nc1ccc(F)cc1F	1.4	5.1	x	-9.2	-44.3	-2.2	1.6	5.0	6.5
N#Cc1ccccc1NC(=O)c1cccc(COc2ccc(Cl)cc2Cl)c1	-2.0	22.4	-0.7	-2.8	-1.8	3.7	4.5	-1.7	3.1
COc1ccc(/C=C/C(=O)NCC(=O)N2CCC(N(C)CCN3CCOCC3)CC2)cc1OC	-2.8	5.7	x	1.5	4.6	0.4	6.0	1.4	7.1
CC1(C)CCc2c([nH]c3ccccc3c2=O)O1	-1.2	-5.9	1.7	6.2	4.3	-0.8	-1.6	4.2	16.7
Oc1ccc(C=NN=C2c3ccccc3-c3ccccc32)c(O)c1	-1.1	-1.0	x	x	-2.1	x	-4.5	-1.2	1.7
COc1ccc(/C=N/NC(=O)c2c([N+](=O)[O-])c(C)nn2C)cc1	-1.3	2.7	x	-3.1	-6.0	1.0	3.5	-3.1	6.3

New compounds follow:
SMILES	FadD28 binding	MazF activator	Mtb BioA inh	Rv3671c inh	BoNT F protease	Mtb UGM inh	PrPC surface inh	Mtb FBA inh	GDH-TPI inh
COc1ccccc1NS(=O)(=O)c1cc(NC(=O)Nc2cccc(C)c2)ccc1N1CCCCC1	0.3	42.1	x	-96.4	-8.0	-2.5	6.1	-3.9	4.8
CCc1ccc(NC(=O)C(=O)NNC(=O)COc2cccc(OC)c2)cc1	-2.2	-7.5	x	1.8	-7.7	-0.2	3.9	1.0	4.4
COCCN1Cc2cccc(C(=O)NCc3cccs3)c2C1=O	0.2	-5.7	-0.7	0.3	-2.6	-1.1	-1.1	2.5	0.9
CCn1c2ccccc2n2c(=O)c(=O)n(CC(=O)Nc3ccc(C(C)C)cc3)nc12	0.9	2.0	-1.5	-2.5	-12.1	0.0	6.8	0.6	8.9
COc1ccc(C2CC(c3ccc(Br)cc3)=NN2C(=O)CSC2=NCCS2)cc1 (stereo not given)	-0.5	-13.0	x	-19.7	-1.1	0.1	-3.2	3.5	16.4
Cc1ccc(OCC(=O)NNC(=O)c2cccnc2)cc1	-0.8	6.5	-2.0	-4.2	-8.9	-0.3	-2.3	2.8	2.6
C=CCOC(=O)C1=C(C)NC(=S)NC1/C=C/c1ccccc1 (stereo not given)	-2.4	-0.9	2.3	0.9	-9.8	-1.8	14.9	-3.5	11.8
COc1ccc(-c2coc3cc(O)ccc3c2=O)cc1O	-0.8	2.4	-0.5	-4.5	-1.4	2.3	-7.9	7.4	17.4

Next results follow.
SMILES	FadD28 binding	MazF activator	Mtb BioA inh	Rv3671c inh	BoNT F protease	Mtb UGM inh	PrPC surface inh	Mtb FBA inh	GDH-TPI inh
COc1ccc(CCNC(=O)C2CCCN2C(=O)Nc2ccc(F)cc2)cc1OC (stereo not given)	-0.3	3.5	1.0	-6.1	-5.9	-0.9	-2.1	-0.4	-1.5
CC1CN(S(=O)(=O)c2cccc(C(=O)NNC(=O)C(C)Oc3ccccc3F)c2)CC(C)O1 (stereo not given)	-2.2	-2.3	-0.4	2.6	-13.8	1.3	0.2	-1.4	3.9
O=C(N=C1SC2CS(=O)(=O)CC2N1c1ccccc1)c1cccc([N+](=O)[O-])c1 (stereo not given)	-0.3	-1.5	-1.7	-0.5	8.3	-1.1	-4.5	-0.2	-0.3
Cc1ccc(C2=NN(C(=O)CCC(=O)O)C(c3cccc([N+](=O)[O-])c3)C2)cc1 (stereo not given)	-0.6	-11.2	1.6	-0.4	18.4	1.2	-12.5	-0.9	-1.7
Cc1noc(C)c1-c1ccc(C(=O)NCC(C)C)c2occc12	-3.6	x	0.8	x	4.0	x	0.1	0.2	-6.2
O=C(CSc1nc(C2CC2)nc2ccccc12)Nc1ccccc1Cl	-2.8	-14.8	-1.2	-2.6	-23.0	-0.7	2.2	-1.7	4.7
CC(C)Oc1cccc(NC(=O)C2(C)CCCN2C(=O)C(C)C)c1 (stereo not given)	-4.1	x	-0.6	x	-5.4	x	2.4	-3.9	0.4
Cc1cc(=O)[nH]c2cc(Cl)ccc12	-1.8	1.4	-0.2	-4.6	-1.4	3.6	7.8	0.9	12.4

Further records.
SMILES	FadD28 binding	MazF activator	Mtb BioA inh	Rv3671c inh	BoNT F protease	Mtb UGM inh	PrPC surface inh	Mtb FBA inh	GDH-TPI inh
O=C(COC(=O)C1CCN(S(=O)(=O)c2ccc3c(c2)OCCO3)CC1)NC1CCCCC1	-1.8	-1.5	x	0.5	5.9	0.3	3.9	-1.8	3.5
CCO[C@H]1OC(C(N)=O)=C[C@@H](C)[C@@H]1CCCO	-1.5	12.8	-0.5	-2.4	-3.1	-1.6	4.1	-0.8	-10.9
COc1ccccc1N1CCN(C(=O)CN2C(=O)C3CCCCC3C2=O)CC1 (stereo not given)	-0.1	2.0	x	1.8	0.2	-2.1	0.6	1.5	-3.9
COc1ccc(CNCc2cc(Cl)ccc2O)cc1	-1.5	0.9	-0.1	6.5	-9.0	2.0	-2.9	5.0	7.7
CC12CCC(=O)N1C(C(=O)Oc1cccc(F)c1)CS2 (stereo not given)	-2.1	2.7	0.2	x	0.1	x	9.4	4.1	3.5
COc1cc(Nc2ncc3c(n2)CCN(C(=O)Nc2ccc(C(C)C)cc2)C3)cc(OC)c1OC	0.5	x	-1.8	x	4.3	x	-6.7	-0.4	0.9
CCOc1ccc(C(C)=O)cc1COC(=O)CN1C(=O)NC2(CCCC2)C1=O	-2.6	-1.5	x	-1.4	u	1.5	-5.2	-0.9	-0.7
CCOC(=O)N1CCN(S(=O)(=O)c2ccc(OC)c3ccccc23)CC1	-0.9	-2.7	-0.6	-5.0	-10.3	-2.0	-0.6	0.7	2.2

Additional entries:
SMILES	FadD28 binding	MazF activator	Mtb BioA inh	Rv3671c inh	BoNT F protease	Mtb UGM inh	PrPC surface inh	Mtb FBA inh	GDH-TPI inh
O=c1[nH]c2cc3c(cc2cc1CN(Cc1ccco1)C(=S)NCC1CCCO1)OCCO3 (stereo not given)	-2.4	6.8	-0.7	0.4	-6.3	3.1	9.3	9.7	11.2
O=C(CCc1ccccc1)NNC(=O)c1ccccc1C(=O)O	-2.2	2.3	1.7	2.6	-3.4	-0.1	7.7	-2.0	-1.9
Cc1ccc(C2CC(c3ccc(C)cc3)n3nc(N)nc3N2)cc1 (stereo not given)	-4.3	10.5	0.4	6.6	4.1	2.7	3.4	3.9	-13.9
CN(C)S(=O)(=O)c1cccc(NC(=O)CN(CCO)CC(=O)Nc2cccc(S(=O)(=O)N(C)C)c2)c1	-0.8	7.0	0.8	1.8	-3.0	0.3	8.8	1.4	2.1
CS(=O)(=O)N(CC(=O)NC1CC1)C1CCCCC1	-2.1	-1.4	x	-7.4	-8.3	3.5	-2.0	3.5	-2.9
CC(C)c1ccc(N(CC(=O)O)S(=O)(=O)c2cccnc2)cc1	-0.9	2.9	-0.4	-4.3	-1.5	1.3	0.2	3.2	2.0
COc1cccc(/C=N/n2c(-c3cc(C)[nH]n3)n[nH]c2=S)c1O	-2.2	1.5	x	13.6	3.2	-2.1	-2.1	1.2	6.5
Cc1nc2cc3ccccc3cc2s1	-4.3	1.5	-0.2	x	-4.0	x	-2.0	0.8	5.6

Complete entries from above. Order of values: FadD28 binding, MazF activator, Mtb BioA inh, Rv3671c inh, BoNT F protease, Mtb UGM inh, PrPC surface inh, Mtb FBA inh, GDH-TPI inh
O=c1[nH]c2cc3c(cc2cc1CN(Cc1ccco1)C(=S)NCC1CCCO1)OCCO3 (stereo not given) in the list: -2.4, 6.8, -0.7, 0.4, -6.3, 3.1, 9.3, 9.7, 11.2
O=C(CCc1ccccc1)NNC(=O)c1ccccc1C(=O)O in the list: -2.2, 2.3, 1.7, 2.6, -3.4, -0.1, 7.7, -2.0, -1.9

(list continues)
SMILES	FadD28 binding	MazF activator	Mtb BioA inh	Rv3671c inh	BoNT F protease	Mtb UGM inh	PrPC surface inh	Mtb FBA inh	GDH-TPI inh
CCC(C)Sc1ccc(-c2nc3ccc(C)cn3c2NCc2ccccc2)cc1 (stereo not given)	-0.4	-18.2	-2.0	6.1	-7.8&-13.0	x	2.2&8.7	37.8*	15.3
CC1(O)CCC2C3CCC4=CC(=O)CCC4=C3C=CC21C (stereo not given)	-2.3	-0.8	0.8	x	-1.3	x	-6.5	10.4	30.2
COc1ccc(C)cc1NC(=O)c1nc2nc(C)cc(C)n2n1	-1.2	38.0	-1.8	x	-9.1	x	-0.8	-0.3	-0.8
COC(=O)c1cccc(C(=O)Nc2cnc3ccccc3c2)n1	-5.1	4.5	-1.5	-33.2	-5.9	-1.6	-2.1	1.4	10.2
O=C(Nc1ccc2nsnc2c1)N1CCCCCC1	1.0	-7.9	3.7	-4.5	23.2	-2.5	-20.6	9.4	12.7
O=C(O)c1cn(-c2ccc(N3CCCC3)c(F)c2)c2c(F)c(F)c(F)cc2c1=O	-3.1	0.9	x	4.4	-4.0	1.7	-3.9	1.4	2.2
CCOC(=O)N1CCN(C(=O)C(C)c2ccc([N+](=O)[O-])cc2)CC1 (stereo not given)	-1.9	6.1	1.3	-0.2	3.6	2.7	-2.3	-1.0	-0.5
C=CCOC(=O)Nc1c(C(=O)OC)[nH]c2ccccc12	0.5	7.0	-2.0	-4.7	-15.9	-0.5	-3.5	2.6	7.2

(next part)
SMILES	FadD28 binding	MazF activator	Mtb BioA inh	Rv3671c inh	BoNT F protease	Mtb UGM inh	PrPC surface inh	Mtb FBA inh	GDH-TPI inh
CCC(C)c1ccccc1NC(=O)CN(C)CCOc1ccc(Cl)cc1 (stereo not given)	x	-4.6	0.5	-8.7	-13.9	2.3	3.7	2.5	9.7
Cn1c(=O)n(C)c2cc([N+](=O)[O-])c(N3CCN(C(=O)c4ccccc4Cl)CC3)cc21	-1.8	6.8	2.5	7.5	-9.0	1.6	-7.0	-0.3	15.6
O=C(COC(=O)Cc1c(Cl)cccc1Cl)NCCC1=CCCCC1	-2.2	1.5	-1.6	-16.1	-1.2	-2.9	-4.5	-0.9	-4.8
COC(=O)c1c(C)oc2ccc(N(C(=O)c3ccncc3)S(=O)(=O)c3ccc(C)cc3)cc12	-7.8	-8.2	-0.8	-22.8	-6.0	0.0	x	3.5	-9.3
O=C(Nc1ccc2ccccc2c1)c1cccc([N+](=O)[O-])c1	1.3	2.7	-1.1	-14.9	-13.5	-1.2	-10.8	5.1	4.7
Cc1ccc(CNC(=O)CCOc2ccc(C(C)(C)C)cc2)cc1	-1.7	6.3	0.1	7.6	2.6	0.7	-5.1	-0.4	-0.9
CCCn1nnc(NC(=O)c2ccc3ccccc3c2)n1	-1.1	6.3	x	-1.4	-2.4	1.7	-5.4	-2.1	5.5
CN(C)C(=O)c1ccc(NC(=O)COC(=O)c2cc(S(=O)(=O)N(C)C)ccc2N2CCCC2)cc1	0.0	-4.1	2.3	-5.9	2.0	2.0	9.0	-0.9	11.9
O=C(Cc1cccs1)N(Cc1ccco1)C1(C(=O)NC2CCCC2)CCCCC1	-1.1	4.9	0.6	5.5	0.6	-3.7	1.4	2.7	13.7
